Assay outcomes as filed in PubChem BioAssay.
HTR5A ag ctr = activates human HTR5A in OPRM1-OPRD1 agonist counter-screen | HTR5A agonist assay, luminescence, cell-based | P47898 | actives 0.61% (n = 340,000) | activation, % at 9.3 µM; in the data active = activation mostly above about 9.5%, no sharp cut-off; inactive = mostly below about 7.6%;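 also: 0% = cells with vehicle only and 100% = reference agonist; strong numbers were not always called active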
SR-BI DiI inh = blocks mouse SR-BI lipid uptake from DiI-HDL; Q61009; ldlA[mSR-BI] CHO cells, DiI-HDL uptake fluorescence, 3 h; inhibition, % at 12.5 µM; actives 0.96% (n = 320,000);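 active = mean replicate inhibition of at least 70% and a set share of replicates each scoring 70 or more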;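 also: 0% = median of neutral control wells and 100% = median of positive control wells; values of inactives mirror those of a sister screen read the other way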
SR-BI DiI-HDL act = enhances SR-BI lipid uptake from DiI-HDL. CHO ldlA[mSR-BI] cells, DiI-HDL uptake fluorescence, 3 h; 100 = double the neutral-control signal. activation, % at 12.5 µM. actives 0.096% (n = 320,000). AID 504775;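 active = mean replicate activation of at least 60% and every replicate at or above 60%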;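 also: 0% = median plate neutral-control signal and 100% = twice that signal; values of inactives mirror those of a sister screen read the other way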
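System: LDL receptor-deficient CHO ldlA cells overexpressing murine SR-BI | Timing: 3 h uptake period with compound, 37 °C | Medium: HEPES-buffered (25 mM, pH 7.4) F12 plus 0.5% BSA | Dosing: Single-point compound dose | Signal: Bottom-read fluorescence, 550/595 nm | Read-out: Retained DiI signal reflecting DiI-HDL uptake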
MITF act = activators of MITF-driven TRPM1 promoter activity in SK-MEL-5 cells; SK-MEL-5 TRPM1-promoter luciferase, 24 h; % of positive control, neutral wells = 0; activation, % at 12.5 µM; actives 0.75% (n = 300,000); AID 588334;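 active = mean activation of at least 80% with every replicate also reaching 80%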;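 also: 0% = neutral control wells and 100% = parthenolide positive control wells; values of inactives mirror those of a sister screen read the other way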
cardiac RTF act = increases calcium sensitivity of human cardiac regulated thin filaments; IANBD-labeled TnC RTF fluorescence at EC20 calcium; 0% EC20 calcium, 100% full calcium; activation, % at 7.2 µM; actives 0.24% (n = 340,000);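 active = activation above the mean over all tested compounds plus 3 SD, cut at about 30% in these data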;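 also: rise in fluorescence read as greater calcium sensitivity of cardiac thin filaments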
Wnt act = activators of Wnt/beta-catenin signaling; Wnt/beta-catenin reporter cell assay, activator, plate reader; activation, % at 9.35 µM; actives 1.2% (n = 300,000); in the data active = activation above about 30%, passing the limit was not always enough;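 also: 0% = neutral control wells and 100% = positive control wells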
Rtt109 Vps75 = inhibitors of Candida albicans Rtt109/Vps75 histone acetyltransferase. inhibition, % at 34.9 µM. purified Rtt109/Vps75, ThioGlo CoA-SH fluorescence, 4 h. Q5AAJ8. actives 0.16% (n = 330,000). AID 540336;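 active = inhibition of at least 50% in every replicate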
dFosB act = enhances mouse delta FosB homodimer DNA binding; purified delta FosB, TAMRA-CDK5 oligo fluorescence polarization; percent of positive-control signal above neutral wells; actives 0.99% (n = 340,000); activation, % at 25 µM; AID 493131; P13346;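 active = mean activation above about 17%, with every replicate also reaching it, limit read from the data, passing the limit was not always enough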;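 also: fluorescence polarization rise as delta FosB binds a TAMRA Cdk5 AP-1 oligo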
CDK5 inh = blocks human CDK5/p35 kinase activity | Recombinant CDK5/p35, ADP-Glo luminescence, 60 min | inhibition, % at 10 µM | actives 0.01% (n = 330,000) | AID 488839;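 active = highest replicate inhibition of at least 50% and at least 75% of replicates reaching 50%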;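 also: plate controls were DMSO neutral control for no effect and GW8510 at 10 µM for full effect; many of its hits are not listed in these tables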
Target sequence (Q00535 whole entry, looked up): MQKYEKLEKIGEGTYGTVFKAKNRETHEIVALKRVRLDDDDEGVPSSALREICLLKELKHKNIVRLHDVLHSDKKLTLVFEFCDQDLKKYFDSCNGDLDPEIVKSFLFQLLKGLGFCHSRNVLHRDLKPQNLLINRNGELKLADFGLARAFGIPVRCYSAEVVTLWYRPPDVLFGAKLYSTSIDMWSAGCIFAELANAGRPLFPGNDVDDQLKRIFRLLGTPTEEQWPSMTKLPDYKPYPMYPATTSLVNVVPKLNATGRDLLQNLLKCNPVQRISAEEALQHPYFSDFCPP
Target sequence (Q15078 whole entry, looked up): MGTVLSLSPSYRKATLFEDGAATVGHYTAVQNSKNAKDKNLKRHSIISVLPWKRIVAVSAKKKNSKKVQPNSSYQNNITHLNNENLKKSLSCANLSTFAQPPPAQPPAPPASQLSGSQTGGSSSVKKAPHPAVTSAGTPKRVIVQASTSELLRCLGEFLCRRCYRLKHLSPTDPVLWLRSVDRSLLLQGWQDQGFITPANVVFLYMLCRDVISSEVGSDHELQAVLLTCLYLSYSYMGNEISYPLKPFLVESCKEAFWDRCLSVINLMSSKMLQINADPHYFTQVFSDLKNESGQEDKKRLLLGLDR
PvdQ inh = blocks Pseudomonas aeruginosa PvdQ acylase activity; purified PvdQ acylase, fluorescence plate reader; inhibition, % at 10 µM; actives 0.063% (n = 340,000); AID 488965; in the data active = inhibition above about 30%, passing the limit was not always enough;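 also: 0% = vehicle neutral wells and 100% = reference inhibitor wells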
Active calls of the source: *; / = no result given; & = joins results of further samples.

entry | SMILES | HTR5A ag ctr | SR-BI DiI inh | SR-BI DiI-HDL act | MITF act | cardiac RTF act
1 | CCn1c(=O)c([N+](=O)[O-])c(NC2CCS(=O)(=O)C2)c2ccccc21 (stereo not drawn) | 1 | -9 | 9 | -10 | 2
2 | CCOC(=O)c1c(CN2CCOCC2)n(C)c2cc(Br)c(O)c(CN(C)C)c12 | 0&7 | -7&1 | 7&3 | 4 | 10&6
3 | CCNc1ccc(S(=O)(=O)N(C)C)cc1NCC(=O)Nc1ccc(F)c(Cl)c1 | 6 | 8 | -8 | 3 | 3
4 | CCOc1ccc(-c2n[nH]c(C)c2Oc2ccc(OC)cc2)c(O)c1 | 4 | 9 | -9 | 1 | 3
5 | COc1ccc2c(c1OC)C(=O)OC2N1C(=O)CC[C@H]1C(=O)Nc1ccc(F)cc1F (stereo partly drawn) | 7 | -27 | 27 | -3 | -1
6 | COc1cc2ncc(C(=O)c3ccccc3)c(N3CCN(Cc4ccccc4)CC3)c2cc1OC | -1 | / | / | 9 | 1
7 | COc1ccccc1C(CCNCc1ccc(N(C)C)cc1)c1ccc(OC(C)C)cc1 (stereo not drawn) | 0 | 13 | -13 | -76 | 3
8 | COCC(=O)N(Cc1cc2cc(OC)ccc2[nH]c1=O)c1ccccc1OC | 0 | -10 | 10 | -6 | 12

entry | Wnt act | Rtt109 Vps75 | dFosB act | CDK5 inh | PvdQ inh
1 | 0 | -4 | -1 | 0.7 | -11
2 | -1&-1 | 1&5 | -9&2 | -0.8&-10 | -7&-7
3 | -5 | -3 | -8 | -0.1 | -15
4 | / | 22 | 2 | -0.2 | -4
5 | -1 | -2 | -1 | -0.8 | -14
6 | -3 | 3 | -11 | -0.2 | -8
7 | -7 | 0 | 6 | 0.0 | -4
8 | / | -13 | 2 | -0.7 | -14

From entry 6 up to 8, copied from above:
entry | SMILES | HTR5A ag ctr | SR-BI DiI inh | SR-BI DiI-HDL act | MITF act | cardiac RTF act
6 | COc1cc2ncc(C(=O)c3ccccc3)c(N3CCN(Cc4ccccc4)CC3)c2cc1OC | -1 | / | / | 9 | 1
7 | COc1ccccc1C(CCNCc1ccc(N(C)C)cc1)c1ccc(OC(C)C)cc1 (stereo not drawn) | 0 | 13 | -13 | -76 | 3
8 | COCC(=O)N(Cc1cc2cc(OC)ccc2[nH]c1=O)c1ccccc1OC | 0 | -10 | 10 | -6 | 12

entry | Wnt act | Rtt109 Vps75 | dFosB act | CDK5 inh | PvdQ inh
6 | -3 | 3 | -11 | -0.2 | -8
7 | -7 | 0 | 6 | 0.0 | -4
8 | / | -13 | 2 | -0.7 | -14

Limited to Rtt109 Vps75, for 2 of the compounds above:
| no. | structure | Rtt109 Vps75 |
| --- | --- | --- |
| 2 | CCOC(=O)c1c(CN2CCOCC2)n(C)c2cc(Br)c(O)c(CN(C)C)c12 | 1&5 |
| 3 | CCNc1ccc(S(=O)(=O)N(C)C)cc1NCC(=O)Nc1ccc(F)c(Cl)c1 | -3 |

New compounds follow
entry | SMILES | HTR5A ag ctr | SR-BI DiI inh | SR-BI DiI-HDL act | MITF act | cardiac RTF act
9 | CC1CN(C(=O)c2cc(-c3ccc(Cl)s3)nc3ccccc23)CC(C)O1 (stereo not drawn) | -4 | 43 | -43 | -5 | -6
10 | Fc1ccc(C2=Nn3c(Cc4ccccc4F)nnc3SC2)cc1 | -4 | 11 | -11 | -2 | -3
11 | CN1CCC[C@H]1CCNc1ccc2c(=O)c3ccccc3n(C)c2c1 | 0 | 17 | -17 | 57 | -7
12 | COc1ccc(N=Nc2[nH]c3ccc(C)cc3c2O)cc1 | 2 | 23 | -23 | 23 | 5
13 | COc1ccc(NC(=O)c2c(F)c(F)c(F)c(F)c2F)cc1Cl | -2 | 23 | -23 | -1 | -2
14 | COc1ccc(N2CC(C(=O)N[C@H](C(=O)NC3CCCCC3)C(C)C)CC2=O)cc1 (stereo partly drawn) | 0 | 14 | -14 | 7 | 0
15 | CN(CC(=O)Nc1ccccc1Br)C(=O)CCC1CCCC1 | -2 | -17 | 17 | 0 | 1
16 | COc1ccc(-c2c(C)c3ccc(O)cc3oc2=O)cc1 | 4 | -10 | 10 | 52 | -5

entry | Wnt act | Rtt109 Vps75 | dFosB act | CDK5 inh | PvdQ inh
9 | -4 | / | 5 | 0.2 | 1
10 | / | 2 | -6 | 0.3 | 4
11 | 17 | -4 | 8 | 1.5 | -24
12 | / | 0 | -13 | -0.4 | -10
13 | / | -18 | 2 | -1.7 | 0
14 | -3 | 0 | -2 | -0.1 | -16
15 | 22 | -4 | -1 | 1.6 | -11
16 | 14 | -8 | 2 | / | -3

Next section
entry | SMILES | HTR5A ag ctr | SR-BI DiI inh | SR-BI DiI-HDL act | MITF act | cardiac RTF act
17 | Cc1ccc(C)c(NS(=O)(=O)c2cc(C(=O)N3CCc4ccccc4C3)ccc2Cl)c1 | 13 | 39 | -39 | -16 | -3
18 | O=C(OCC(=O)N1CCc2ccccc2C1)c1ccc(OC(F)F)cc1 | 3 | 3 | -3 | 20 | -1
19 | Cc1cnc(C(=O)OC(C)C(=O)NCc2ccccc2)cn1 (stereo not drawn) | 2 | -6 | 6 | 4 | -3
20 | Cc1csc(SCC(=O)Nc2ccc(F)cc2Cl)n1 | 2 | 4 | -4 | -5 | -2
21 | COC(=O)CSc1nc2c(c(=O)[nH]c(=O)n2C)n1CCC(C)C | -3 | -7 | / | -7 | 6
22 | CCOc1cc2[nH]c(=S)n(C3CCN(Cc4ccccc4)CC3)c(=O)c2cc1OCC | 3 | 75* | -75 | -1 | 1
23 | COc1ccc(NC(=O)NC(C)c2ccc3c(c2)OCO3)cc1OC (stereo not drawn) | 3 | -11 | 11 | -14 | -5
24 | CC1CCN(C(=O)COC(=O)c2cc(S(=O)(=O)N3CCOCC3)ccc2Cl)CC1 | -9 | 49 | -49 | -3 | 2
25 | COCC(=O)N1CCC(Oc2ccc(C(=O)N(C)CCCC3CCCC3)cc2)CC1 | 1 | -3 | 3 | -19 | 4
26 | COC(=O)C1CCCN1C(=O)c1cccs1 (stereo not drawn) | 3 | -1 | 1 | / | -1
27 | CC(C)c1nnc(NC(=O)c2ccc3ccccc3c2)s1 | 1 | 27 | -27 | 54 | 3

entry | Wnt act | Rtt109 Vps75 | dFosB act | CDK5 inh | PvdQ inh
17 | -4 | 7 | 0 | 0.8 | -12
18 | 4 | 8 | -6 | -0.5 | 10
19 | 2 | 0 | 7 | -1.1 | -2
20 | -1 | 6 | 7 | 0.6 | 13
21 | / | -3 | 4 | 3.1 | -8
22 | -1 | 7 | -6 | -0.7 | -5
23 | -1 | 4 | 2 | 0.3 | 1
24 | -3 | -5 | 1 | 1.3 | -11
25 | -2 | 16 | -3 | -1.0 | -9
26 | / | -1 | -6 | -0.4 | 8
27 | 29 | 6 | -7 | 2.0 | 4
